GLA spleen mod: alpha-galactosidase A (human) modulation; P06280; human spleen homogenate, 4MU-alpha-Gal fluorescence, 40 min; Potency, µM (series often up to 80 µM), without a hit: at the top dose activity change, negative = inhibition, actives largely listed as inhibitors; actives 0.008% (n = 240,000); AID 2107;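 also: potency is read from the fitted curve at half-maximal effect; 0% = enzyme with vehicle and -100% = no enzyme basal signal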
Target sequence (P06280 32-429 limits assumed): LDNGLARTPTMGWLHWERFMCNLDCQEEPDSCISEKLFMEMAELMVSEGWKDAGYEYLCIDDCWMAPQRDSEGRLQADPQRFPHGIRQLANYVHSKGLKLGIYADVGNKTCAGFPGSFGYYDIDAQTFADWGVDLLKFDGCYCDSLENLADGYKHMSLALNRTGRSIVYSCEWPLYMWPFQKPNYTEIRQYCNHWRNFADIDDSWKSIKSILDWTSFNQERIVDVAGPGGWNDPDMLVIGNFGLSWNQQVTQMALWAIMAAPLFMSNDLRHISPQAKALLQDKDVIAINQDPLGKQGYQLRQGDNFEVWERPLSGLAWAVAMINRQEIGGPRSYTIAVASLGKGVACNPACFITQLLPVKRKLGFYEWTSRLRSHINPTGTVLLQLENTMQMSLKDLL
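Spleen homogenate 1 ug + cpd (titration) + 4-MU-alpha-D-galactopyranoside 1 mM; 37C 40 min; 50 mM citrate/phosphate pH 5.0, 0.01% Tween-20; stop pH 10; fluorescence 365/440; AC50 via Hill.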
CBFb-RUNX1 inh: blocks binding between human CBF-beta and RUNX1 | AID 1477 | AlphaScreen CBFb-His/RUNX1-biotin binding, biochemical | Q01196+Q13951 | 230,000 tested, under 10 active | Potency, µM (top dose mostly 59.8 µM), inactives show top-dose activity, negative = inhibition, actives largely listed as inhibitors; also: % of control where 0% means no effect
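His-tagged CBF-beta and biotinylated RUNX1 (30 nM each) were premixed 20 min at room temperature, exposed to compound for 15 min, then given nickel-chelate and streptavidin AlphaScreen beads (50 ng each). After 90 min, AlphaScreen signal was read.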
Epigenetic derep: regulators of epigenetic silencing causing reporter derepression in mouse cells. murine LDR cells, GFP reporter derepression, 30 h. Potency, µM (highest dose often 53.9 µM), inactives show at the top dose GFP activation, most hits filed as activators. actives 0.2% (n = 280,000); also: potency is read from the fitted curve at half-maximal effect; % of control where 0% means no effect; nearly all actives have a fitted effect of over 60% in size
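Murine LDR cells carrying a silenced, genomically integrated CMV-driven GFP reporter were exposed to compound for 30 hours at 37 C. After PBS washes, GFP-positive cells (20–120 um objects) were counted by laser-scanning microplate cytometry.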
Lamin A splicing: modulators of lamin A splicing. actives 0.01% (n = 200,000). Potency, µM (top dose mostly 46.1 µM), inactives show at the top dose ratio change, negative = inhibition, actives largely listed as inhibitors. HeLa LMNA splicing GFP/RFP minigene ratio, 48 h. AID 1487; active = well fitted inhibition curve with a large enough effect in the signal ratio, with a control signal flat, not every such curve was filed as active; inconclusive = small, poorly fitted or top-dose-only effect, or effect the other way, or a change in a side signal; the % refers to the signal ratio; also: potency is read from the fitted curve at half-maximal effect; % is scaled to controls: 0 for no effect and ±100 for the full control effect
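Read-out is the ratio of GFP to DsRed2 object intensity, acquired by 488 nm laser-scanning cytometry on HeLa lamin A-EGFP minigene reporter cells. Compound incubation 48 hrs at 37 °C in Opti-MEM with 2% FBS; DMSO 0.5% final.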
IMPase Li cell: IMPase inhibition in cells with lithium potentiation. CHO-M1 cells, IP1 TR-FRET (IP-One), carbachol + lithium. Potency, µM (doses to about 59.4 µM), inactives show at the highest dose activity, negative = IMPase inhibition, most hits filed as inhibitors. actives 0.35% (n = 210,000);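 also: IP1 builds up when IMPase is blocked and the TR-FRET signal falls; potency is read from the fitted curve at half-maximal effect; plate controls were basal vehicle for no effect and high inhibitor control for full effect; nearly all actives have a fitted effect of over 50% in size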
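CHO-M1, 2000 cells/well, 16–30 h culture; cpd + low Li+, 30 min 37C; lysis with d2-IP1/Eu-anti-IP1 Ab, 10 min RT; TR-FRET 665/620 ratio and 620 channel; AC50 via Hill.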
KinaseGlo FLuc: counter-screen: inhibitors of Kinase-Glo firefly luciferase; Q27757; Kinase-Glo luciferase, ATP luminescence, 8 min; Potency, µM (top dose mostly 38.3 µM), for the others: at the highest dose activity change, negative = inhibition, hits mostly inhibitors; actives 0.28% (n = 200,000); AID 1379; also: potency is read from the fitted curve at half-maximal effect; % is scaled to controls: 0 for no effect and ±100 for the full control effect; nearly all actives have a fitted effect of over 60% in size
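Substrate mix (final 50 mM imidazole pH 7.2, 50 mM KCl, 7 mM MgCl2, 10 uM ATP, 0.01% Tween 20, 0.05% BSA) plus pin-tool compound, then Kinase-Glo detection mix; 8 min ambient, luminescence read.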
NPSR antagonist: blocks cAMP signaling of the human neuropeptide S receptor | AID 1461 | actives 1% (n = 220,000) | Q6W5P4 | CHO-NPSR cells, cAMP TR-FRET, antagonist mode | Potency, µM (top dose mostly 38.3 µM), for inactives: at the highest dose activity change, negative = inhibition, most hits filed as inhibitors; also: potency is read from the fitted curve at half-maximal effect; % is scaled to controls: 0 for no effect and ±100 for the full control effect; nearly all actives have a fitted effect of over 50% in size; many of its hits are not listed in these tables
Target sequence (Q6W5P4 whole entry, looked up): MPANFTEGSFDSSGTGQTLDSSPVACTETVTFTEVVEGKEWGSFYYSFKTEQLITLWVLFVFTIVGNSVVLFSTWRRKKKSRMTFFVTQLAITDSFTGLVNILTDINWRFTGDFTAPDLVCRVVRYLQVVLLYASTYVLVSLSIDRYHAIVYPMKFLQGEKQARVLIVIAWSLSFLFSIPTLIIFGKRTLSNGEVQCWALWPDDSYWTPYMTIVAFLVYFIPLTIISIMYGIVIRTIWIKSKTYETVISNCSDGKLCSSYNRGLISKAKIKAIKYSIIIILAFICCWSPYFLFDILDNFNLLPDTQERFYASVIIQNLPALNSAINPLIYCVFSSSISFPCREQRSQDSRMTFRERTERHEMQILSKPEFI
Starred values were filed as active, the others as inactive; ? = inconclusive; · = not tested or not shown; & = joins results of further samples; [ ] = dose if it differs, or a comment. Unless noted, calls follow the shape of the dose curve; as a rule, active = well fitted curve in the direction sought with a large enough effect; inconclusive = small, poorly fitted or top-dose-only effect, or another doubt; inactive = no such curve, though single readings can be large; an effect the other way counts as inactive or inconclusive. Some of the compounds tested; rates above refer to the full screens.

SMILES	GLA spleen mod	CBFb-RUNX1 inh	Epigenetic derep	Lamin A splicing	IMPase Li cell	KinaseGlo FLuc	NPSR antagonist
Cc1ccc(-c2n[nH]c(=O)c3ccccc23)cc1S(=O)(=O)N(C)CCO	-7%	2%	0.7%	-8%	26%[38.3 µM]	-4%	-1%[46.1 µM]
CCCC(=O)Nc1cccc(NC(=O)c2ccccc2Br)c1	6%	4%	-2.2%	-14%	12%	0%	-3%[46.1 µM]
O=C(CSc1nnc2scc(-c3ccccc3)n12)c1ccc2c(c1)OCCO2	17%	-1%	11%	2%	6%[38.3 µM]	-1%	0%[46.1 µM]
O=C(O)CCC(=O)N1CCCC1C(=O)O (centres undefined)	10%	16%	?	?	6%	-8%	10%[46.1 µM]
COc1ccc(S(=O)(=O)Nc2c(F)cccc2F)cc1	6%	1%	-4.2%	6%[46 µM]	3%	2%	-10%
CCO[C@@H]1OC(C(=O)N2CCCCCCC2)=C[C@H](c2ccc(C(F)(F)F)cc2)[C@H]1CCCO	-8%	8%	3.0%	·	1%	·	58%
Cc1cccc(-n2c(=O)[nH]c3c(C(N)=O)nc(CC(C)C)nc32)c1	8%	3%	-1.1%	2%	-5%[38.3 µM]	5%	-13%[46.1 µM]
Nc1c(C(=O)Nc2ccc(Cl)cc2)oc2ccccc12	-2%	-8%	-0.8%	1%	-3%[38.3 µM]	4%	-15%[46.1 µM]
COc1ccc(C2C(C(=O)N3CCOCC3)CCC(=O)N2c2ccc(OC)cc2)cc1 (centres undefined)	-3%	-6%	2.9%	6%	0%[38.3 µM]	-6%	4%[46.1 µM]
O=C(NCc1ccc(Cl)cc1)c1cc([N+](=O)[O-])ccc1Cl	-10%	-2%	0.0%	-5%[46 µM]	1%	1%	-8%
O=c1c2ccccc2c(-c2ccccc2)nn1-c1cc(Cl)cc(Cl)c1	4%	1%	0.6%	·	·	·	?
O=C(c1cccc(N2C(=O)C3CC=CCC3C2=O)c1)N1CCCCCC1 (centres undefined)	10%	4%	-1.2%	2%	7%[38.3 µM]	-5%	-11%[46.1 µM]
CCC(Oc1ccc(C)c(C)c1)C(=O)O (centres undefined)	-4%	5%	-1.1%	9%	-2%[38.3 µM]	-3%	-3%[46.1 µM]
COc1ccc(S(=O)(=O)N(CC(=O)N2CCOCC2)Cc2ccccc2)cc1	7%	3%	-1.0%	9%	11%	2%	2%
Cc1ccc(Cn2c(=O)sc3ccccc3c2=O)cc1	-3%	22%	-0.9%	-3%	3%	2%	-14%[46.1 µM]
C[C@@H](NCCc1ccc(O)cc1)[C@@H](O)c1ccc(O)cc1	14%	22%	0.0%	?	12%	-4%	-3%[46.1 µM]
Cc1nc2ccc3nc(NC(=O)C4COc5ccccc5O4)sc3c2s1 (centres undefined)	-2%	-6%	0.8%	-12%	43%[activator][38.3 µM]	2%	-15%[46.1 µM]
CCOC(=O)c1cccc(NC(=O)CN(C)S(=O)(=O)c2cnc[nH]2)c1	12%	-3%	0.0%	?	-27%[38.3 µM]	0%	19%[46.1 µM]
COCCN(C(=S)Nc1c(C)cc(C)cc1C)C(C)c1cccs1 (centres undefined)	8%	0%	2.6%	·	4%	13%	-57%
CC1(C)Cc2nc3sc4c(N5CCCC5)nnnc4c3cc2CO1	4%	5%	2.4%	·	4%	-3%	-1%
COc1ccc(NC(=O)N2CCc3nc(-c4ccc(OC)cc4C)c4c(c3C2)CO[C@@H](c2ccccc2)C4)cc1	0%[17.5 µM]	9%[13.1 µM]	·	-3%[9.22 µM]	-1%	0%[7.66 µM]	·
COc1cc(OC)c(OC)cc1/C=N/N(C)c1ccccc1	3%	?	-2.7%	17%	13%[38.3 µM]	2%	-20%[46.1 µM]
CCCN1C(=O)/C(=C/c2c(NCCCOCC)nc3c(C)cccn3c2=O)SC1=S	-7%	5%	9.6%	8%	15%[38.3 µM]	-5%	-9%[46.1 µM]
O=C(NCCCN1CCCC1=O)c1ccc2c(c1)ncn2C1CCCCC1	3%	-2%[2.36 µM]	-0.5%	3%	2%	2%	7%
Cc1ccc(NC(=O)C2CCCN(S(=O)(=O)c3c(C)noc3C)C2)cc1F (centres undefined)	-3%	1%	0.0%	?	3%[38.3 µM]	9%	-18%[46.1 µM]

Continuation.
SMILES	GLA spleen mod	CBFb-RUNX1 inh	Epigenetic derep	Lamin A splicing	IMPase Li cell	KinaseGlo FLuc	NPSR antagonist
Cc1c(C(=O)NCCSCc2c(Cl)cccc2Cl)cccc1[N+](=O)[O-]	-6%	2%	-1.1%	1%	14%[38.3 µM]	-1%	?
Cc1nn(-c2ccccc2)c2c1C(c1ccc(O)c(O)c1)N1C(=N2)C(Nc2ccccc2)=Nc2ccccc21 (centres undefined)	4%	19%	15%	?	-4%[38.3 µM]	-1%	?
Cc1cc(C(F)(F)F)nn1Cc1n[nH]c(=S)n1-c1cccc(Cl)c1	7%	-1%	-1.1%	-8%	7%[38.3 µM]	-4%	-6%[46.1 µM]
COc1ccc(S(=O)(=O)NCC(=O)Nc2cccc(C)c2C)cc1OC	6%	-2%	2.3%	·	-1%	-1%	3%
COc1ccc(CNC(=O)CN(Cc2ccc(Cl)cc2)S(=O)(=O)c2ccccc2)cc1	6%	7%	-0.5%	?	23%[38.3 µM]	-3%	-23%[46.1 µM]
CCOC(=O)CN1CCc2c(C)nc3c(-c4ccc(OC)c(OC)c4)cnn3c21	-1%	17%	1.8%	-10%	4%	2%	-16%[46.1 µM]
CCCCC/C=C\C/C=C\C/C=C\CCCCCCC(=O)O	-16%&-13%	20%&17%	-1.6%&-1.1%	·	-8%&11%	3%	·
CC(C)CO/N=C1/[C@H]2O[C@@H]2[C@@H](O)[C@H]2[C@H]1CCn1c(=O)n(C)c(=O)n12	-1%[17.5 µM]	8%[13.1 µM]	0.0%[10.1 µM]	·	·	·	·
COCCN(CCOC)C(=S)Nc1ccccc1Cl	5%	0%	1.7%	?	12%	1%	8%
CCCOc1ccc(NC(=O)C2CC(=O)N(C)C(=Nc3cccc(OC)c3)S2)cc1 (centres undefined)	-8%	-3%	-2.0%	18%[46 µM]	4%	-1%	-20%
CCCOc1ccc(NC(=O)C(=O)NCCCn2ccnc2)cc1	-8%	1%	1.0%	0%	-1%	1%	20%
COC(=O)c1cc(Br)ccc1OC(=O)c1cccnc1	10%	0%	-1.1%	3%	-4%[38.3 µM]	-5%	1%[46.1 µM]
Cc1ccc(N(CC(=O)NN=C2CCN(C)CC2)S(=O)(=O)c2ccc(C)cc2)cc1	-22%	2%	-3.3%	?	4%	-1%	12%
COc1cccc(CNC(=O)CCNS(=O)(=O)c2cccs2)c1	4%	13%	0.0%	-8%	2%	-1%	-4%[46.1 µM]
Cc1cccc(OCC(=O)O/N=C(\N)Cc2ccc([N+](=O)[O-])cc2)c1	-1%	10%	-0.6%	-9%[46 µM]	3%	-1%	2%
[NH-]c1ncnc2c1N=C[N+]2=CC=CCO	-1%	-1%	1.1%	?	·	·	-22%
C1CCc2c(nnc3c2-c2nonc2CC3)C1	-8%	6%	-0.9%	4%	1%[38.3 µM]	-6%	8%[46.1 µM]
COCCSc1nnc(NC(=O)C2CC(=O)N(c3ccc(Cl)cc3)C2)s1 (centres undefined)	5%	1%	0.1%	?	-1%	-2%	-19%
Cc1cccc(N2C(N)=C(C#N)C(C#N)(C#N)C2c2ccccc2)c1 (centres undefined)	3%	·	0.6%	?	2%[38.3 µM]	0%	-28%[46.1 µM]
CC1=C(C(=O)Nc2ccc(Cl)cc2)C2(CCCCC2)C(C(N)=O)C(=S)N1 (centres undefined)	4%	-7%	0.0%	-4%	-6%	0%	-4%
O=C(Nc1nnc(-c2cccs2)s1)C1CC1	2%	8%	-0.7%	-17%[46 µM]	-8%	-1%	-12%
Cc1cccc(NC(=O)C2CCN(S(=O)(=O)c3c(C)noc3/C=C/c3ccco3)CC2)n1	-8%	-16%	1.1%	?	16%	0%	-15%
O=C(OCc1nnc(-c2ccccc2)o1)c1ccc(CO)cc1	1%	5%	-0.4%	7%[46 µM]	-3%	1%	4%
CCOC(=O)c1csc(-c2snnc2C)n1	4%	3%	0.4%	·	·	·	-14%
CC1(c2nnc(-c3ccc(Cl)cc3)o2)CC(c2ccncc2)=NO1 (centres undefined)	-5%	10%	-2.2%	·	·	·	11%
Cc1ccc2[nH]c(=O)c(CNC(C)C)cc2c1	17%	7%	-0.2%	6%	6%[38.3 µM]	-1%	4%[7.67 µM]
Cn1cnnc1Sc1ccc(C(=O)OCC(=O)Nc2ccccc2)cc1[N+](=O)[O-]	-15%	4%	-1.1%	-19%	1%	0%	14%
O=C(CC(=O)NC1CCCCC1)N/N=C/c1ccccc1F	4%	4%	-3.4%	·	1%	0%	14%
Cn1c(SCC(=O)N2CCN(c3ccccc3)CC2)nnc1-c1ccco1	11%	4%	-1.5%	8%	9%[38.3 µM]	-2%	-12%[46.1 µM]

Eight neighbouring entries from above, quoted:
SMILES	GLA spleen mod	CBFb-RUNX1 inh	Epigenetic derep	Lamin A splicing	IMPase Li cell	KinaseGlo FLuc	NPSR antagonist
Cc1c(C(=O)NCCSCc2c(Cl)cccc2Cl)cccc1[N+](=O)[O-]	-6%	2%	-1.1%	1%	14%[38.3 µM]	-1%	?
Cc1nn(-c2ccccc2)c2c1C(c1ccc(O)c(O)c1)N1C(=N2)C(Nc2ccccc2)=Nc2ccccc21 (centres undefined)	4%	19%	15%	?	-4%[38.3 µM]	-1%	?
Cc1cc(C(F)(F)F)nn1Cc1n[nH]c(=S)n1-c1cccc(Cl)c1	7%	-1%	-1.1%	-8%	7%[38.3 µM]	-4%	-6%[46.1 µM]
COc1ccc(S(=O)(=O)NCC(=O)Nc2cccc(C)c2C)cc1OC	6%	-2%	2.3%	·	-1%	-1%	3%
COc1ccc(CNC(=O)CN(Cc2ccc(Cl)cc2)S(=O)(=O)c2ccccc2)cc1	6%	7%	-0.5%	?	23%[38.3 µM]	-3%	-23%[46.1 µM]
CCOC(=O)CN1CCc2c(C)nc3c(-c4ccc(OC)c(OC)c4)cnn3c21	-1%	17%	1.8%	-10%	4%	2%	-16%[46.1 µM]
CCCCC/C=C\C/C=C\C/C=C\CCCCCCC(=O)O	-16%&-13%	20%&17%	-1.6%&-1.1%	·	-8%&11%	3%	·
CC(C)CO/N=C1/[C@H]2O[C@@H]2[C@@H](O)[C@H]2[C@H]1CCn1c(=O)n(C)c(=O)n12	-1%[17.5 µM]	8%[13.1 µM]	0.0%[10.1 µM]	·	·	·	·
